PLCb3 inh: inhibitors of human phospholipase C beta3; inhibition, % at 12.2 µM; Q01970; 370,000 compounds, 0.18% hits; Purified PLC-beta3, fluorogenic substrate, fluorescence; AID 720704; in the data active = inhibition above about 11%;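 note: 0% = median of compound wells on plate and 100% = full blocker control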
proKLK7 act: activators of human kallikrein-7 zymogen. P49862. purified proKLK7, EDANS-DABCYL substrate fluorescence; 100% is mature enzyme control, 0% vehicle. activation, % at 7 µM. 370,000 compounds, 0.9% hits. AID 652039;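 active = activation above the mean of all tested compounds plus 3 SD, computed per campaign excluding outliers beyond control limits, cut at about 13% in these data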
PLCg1 inh: PLC-gamma1 (human) inhibition, primary screen | P19174 | purified PLC-gamma1, fluorogenic substrate, fluorescence | inhibition, % at 12.2 µM | 370,000 compounds, 0.84% hits | AID 720700; in the data active = inhibition above about 9.5%
HGIII-sPLA2 inh: Inhibits HGIII-sPLA2 liposome hydrolysis, primary screen. QFRET BODIPY PC-A2 liposome hydrolysis, fluorescence. inhibition, % at 12.2 µM. 370,000 compounds, 0.56% hits. Q9NZ20. AID 743126;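 active = inhibition above mean plus 3 SD of compounds lying within the high and low control bounds, cut at about 19% in these data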;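 note: 0% = median of test compound wells and 100% = no enzyme DMSO wells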
Target sequence (Q9NZ20 whole entry, looked up): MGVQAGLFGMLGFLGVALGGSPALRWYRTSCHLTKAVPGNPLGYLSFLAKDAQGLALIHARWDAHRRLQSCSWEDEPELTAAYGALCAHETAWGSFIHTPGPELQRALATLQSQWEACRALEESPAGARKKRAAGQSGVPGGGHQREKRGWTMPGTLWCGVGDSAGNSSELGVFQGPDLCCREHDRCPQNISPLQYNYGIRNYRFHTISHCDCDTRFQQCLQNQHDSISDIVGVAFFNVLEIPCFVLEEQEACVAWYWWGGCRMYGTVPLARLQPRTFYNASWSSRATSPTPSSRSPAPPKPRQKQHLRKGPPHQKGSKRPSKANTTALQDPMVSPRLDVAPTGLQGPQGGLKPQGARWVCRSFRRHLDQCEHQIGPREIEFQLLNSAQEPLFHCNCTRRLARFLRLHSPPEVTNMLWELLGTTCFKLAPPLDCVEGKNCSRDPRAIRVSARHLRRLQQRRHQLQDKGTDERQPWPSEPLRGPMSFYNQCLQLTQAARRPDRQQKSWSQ
Tn6 DDE FP: inhibitors of Tn6 peptide binding to human fibrin DD(E). P02675. Fibrin DD(E) TRITC-Tn6 fluorescence polarization displacement. inhibition, % at 8.3 µM. 370,000 compounds, 0.21% hits. AID 720509;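 active = inhibition above a per-campaign cutoff: mean of compounds within control limits plus 3 SD, cut at about 15% in these data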;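 note: 0% = median of all compound wells on the plate and 100% = blocking peptide control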
Target sequence (P02675 whole entry, looked up): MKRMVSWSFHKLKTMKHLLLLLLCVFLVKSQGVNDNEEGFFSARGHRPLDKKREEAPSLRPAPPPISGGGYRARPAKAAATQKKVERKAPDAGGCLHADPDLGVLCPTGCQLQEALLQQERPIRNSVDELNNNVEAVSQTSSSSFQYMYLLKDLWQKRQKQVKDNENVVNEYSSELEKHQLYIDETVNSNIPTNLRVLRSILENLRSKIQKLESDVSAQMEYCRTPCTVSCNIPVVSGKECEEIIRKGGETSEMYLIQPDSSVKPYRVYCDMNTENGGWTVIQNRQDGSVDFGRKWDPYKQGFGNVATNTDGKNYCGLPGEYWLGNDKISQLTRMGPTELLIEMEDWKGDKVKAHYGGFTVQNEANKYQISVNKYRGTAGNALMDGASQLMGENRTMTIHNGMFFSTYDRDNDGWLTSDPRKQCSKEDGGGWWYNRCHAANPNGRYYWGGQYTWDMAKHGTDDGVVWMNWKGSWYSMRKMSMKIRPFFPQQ
Tn7 DDE FP: DD(E)-Tn7 binding inhibition, primary FP screen | AID 720508 | inhibition, % at 8.3 µM | P02675 | FP displacement of FITC-Tn7 peptide from fibrin DD(E); 0% = median of compound wells per plate | 370,000 compounds, 0.13% hits;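 active = inhibition above the mean of compounds falling within the control limits plus 3 SD of them, cut at about 14% in these data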;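 note: 0% = plate median of compound wells and 100% = 10 µM Aha-Tn7 peptide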
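Assay system: Human clot-derived fibrin DD(E) complex | Buffer or medium: Tris/NaCl/CaCl2 buffer, pH 7.8 | Repeats: One replicate per compound | Benchmarks: Aha-Tn7 high control | Measure: % inhibition scaled between sample-field median and high-control FP | Schedule: 10 min plus 3 h, room temperature | Signal: Fluorescence polarization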
ARFGAP1 inh: rat ARFGAP1 inhibition; 360,000 compounds, 0.26% hits; AID 651572; inhibition, % at 16.5 µM; Arfgap1-stimulated ARF1 GTP hydrolysis, GDP FP detection;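 active = inhibition above a per-plate limit, mean inhibition of low control wells plus 3 SD, cut at about 25% in these data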;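 note: 0% = DMSO wells with enzyme and 100% = wells lacking Arfgap1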
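system = rat Arfgap1 catalytic domain, aa 1-136 | technique = FP, GDP Alexa 633 tracer displaced from anti-GDP antibody, 620/688 nm | compound = one concentration, 16.5 µM, DMSO 1.26% | medium = HEPES-based buffer, pH 7.5 | timing = compound-enzyme preincubation 20 min, reaction 120 min, detection 60 min, 25 °C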
ASAP1 inh: blocks human ASAP1-stimulated Arf1 GTP hydrolysis; inhibition, % at 16.5 µM; AID 624377; GDP FP detection; 360,000 compounds, 0.19% hits; Q9ULH1; in the data active = inhibition above about 25%;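 note: 0% = vehicle with enzyme and substrate and 100% = no enzyme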
Rev-erbA mod: modulates human Rev-erb alpha binding to DNA | P20393 | Rev-erbα–FITC-DNA binding, fluorescence polarization, 90 min | activity, % at 10 µM | 370,000 compounds, 0.79% hits;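 active = activity above about 14%, limit read from the data; passing the limit was not always enough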;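 note: 0% = DMSO wells with 35 nM protein and 100% = DMSO wells with 750 nM protein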
UHRF1 MBD2 ctr: blocks human UHRF1 binding to methylated DNA | UHRF1 binding to methylated oligo, TR-FRET | inhibition, % at 4.4 µM | 370,000 compounds, 0.75% hits | AID 687016; in the data active = inhibition above about 21%;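 note: UHRF1 SRA domain binding a hemimethylated CpG hairpin DNA probe; 0% = median of test compound wells and 100% = reference inhibitor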
* marks the source's active call; other numbers are inactive results; i = inactive; · = no result given; & = joins results of further samples.

SMILES	PLCb3 inh	proKLK7 act	PLCg1 inh	HGIII-sPLA2 inh	Tn6 DDE FP	Tn7 DDE FP	ARFGAP1 inh	ASAP1 inh	Rev-erbA mod	UHRF1 MBD2 ctr
Cc1c(NC(=O)c2ccc(COc3ccc4ccccc4c3)o2)c(=O)n(-c2ccccc2)n1C	0	0.5	2	-9	-2	-2	-5	-4	·	-2
CCOC(=O)C1=C(O)/C(=C\c2ccc(OC)c(OC)c2)N=C1C	-8	-0.1	-3	-4	-6	0	-2	-4	1	-2
COc1ccc(CCCNC(=O)C2(C)Cc3c(-c4ccc(NC(C)=O)cc4)ccnc3O2)cc1 (centres undefined)	0	0.2	0	-11	-1	-6	3	0	-2	-1
O=C1CCCCCCCCCC/C(=N\O)CCCO1	-7	0.4	1	-4	-5	-3	0	-7	0	-2
CC(=O)N1CCC2(CC1)CC(=O)c1cc(OCC(=O)NCc3ccc(C)cc3)ccc1O2	i	35*	i	-5	6	1	-9	7	-1	-3
Cc1ccccc1OCC(=O)N/N=C/c1ccc(N2CCOCC2)o1	-14	0.5	-3	-10	5	2	1	6	1	-3
NC(=O)Cc1ncc(C(F)(F)F)cc1Cl	3	-0.1	2	-2	11	3	1	5	-5	-3
Cc1nn(C)c(C(=O)NN)c1Cl	3	-0.7	0	3	3	-8	-1	-3	4	2
COc1ccc2oc(C(=O)NC3(C)CCS(=O)(=O)C3)c(C)c2c1 (centres undefined)	-43	0.3	-40	-1	-5	2	-5	5	-4	1
CSCCC(NC(N)=O)C(=O)Nc1ccc(C)cc1 (centres undefined)	5	-0.1	0	1	-7	-1	3	2	-2	-1
O=C(COc1ccc(OCc2ccccc2)cc1)NC1CCOC1=O (centres undefined)	2	0.2	-4	0	4	1	-2	16	1	-2
CC1CC(=O)c2cc(-c3ccccc3)oc2C1 (centres undefined)	0	-0.3	1	-8	2	-5	16	5	0	4
Nn1c(SCC(=O)Nc2ccc3c(c2)OCO3)nnc1-c1ccc(Cl)cc1	4	-0.6	1	2	-2	-3	-2	10	-2	-1
CN(C)/C=N/c1c(C#N)cnn1C	-5	0.8	0	1	2	-2	7	0	-3	1
C=CCNc1nc(N)c(C(=O)Nc2cc(C)on2)s1	2	0.1	2	6	-2	-5	7	0	4	-2
COC(=O)[C@]12C[C@H](CC(=O)NCC34CC5CC(CC(C5)C3)C4)C(=O)N(CCc3ccc(OC)c(OC)c3)C1=C[C@H](COCc1ccccc1)O[C@@H]2C	-1	0.7	-2	-21	-6	-5	·	·	4	2
C[C@@H]1CN([C@H](C)CO)C(=O)CCCn2cc(nn2)CO[C@H]1CN(C)S(=O)(=O)c1ccccc1C#N	1	0.1	2	-1	-3	-4	4	0	-8	0
N#Cc1nc(Nc2cc(F)cc(F)c2)c2ncn(CC(F)F)c2n1	-22	0.2	-8	1	5	6	10	15	-8	-5
CC(C)c1ccc(NC(=S)Nc2ccc(OC(F)(F)F)cc2)cc1	1	-0.2	0	1	2	6	2	-5	-4	-2
COc1ccc2c(CC(=O)NNC(=O)c3ccc(C)cc3)coc2c1	-17	0.1	-5	-6	-1	3	-5	-12	-1	-3
CCn1c(C(C)NS(=O)(=O)c2ccc(Cl)cc2)n[nH]c1=S (centres undefined)	-4	0.2	2	17	0	7	19	9	2	0
CC(=O)c1c(C)nc(-c2ccc(OCC(=O)Nc3ccc(F)cc3)cc2)n1O	2	-0.3	0	-5	-6	-4	-3	13	-7	0
COC(=O)c1ccccc1NC(=S)NC(=O)c1ccccc1	-1	-1.0	-1	8	8	2	-9	-6	-2	0
O=C(Nc1ccccc1C(=O)NCC1CCCO1)c1ccc(Cl)cc1 (centres undefined)	-11	-0.3	2	-8	-2	-1	4	15	-1	5
CCc1cc2c3c(c1)/C(=C1/SC(N)=NC1=O)C(=O)N3C(C)(C)C=C2C	1	0.3	-5	1	-2	4	-5	2	-18	3
COc1cc(C2NC(=O)CCC2[N+](=O)[O-])c(OC)cc1Br (centres undefined)	0	-0.5	5	-4	0	-6	-1	-16	-2	-4
N#C/C(=C(/O)COC(=O)c1ccc(C#N)cc1)c1nc2ccccc2s1	-33	-0.5	-27	-12	2	2	2	24	4	13
CC(C)(C)C(=O)NC(=S)N1CCOCC1	1	-0.3	0	18	3	5	-2	-11	-3	2
Cc1cc(-c2ccc(C)c(S(=O)(=O)Nc3cccc(CN4CCCC4)c3)c2)on1	-18	-0.5	4	-8	-14	1	-8	1	-2	7
CCOc1ccc(/C=N/NC(=O)c2ccccc2NC(=O)c2ccc(OC)cc2)cc1	-6	-4.2	-3	1	1	4	3	3	-2	1
NS(=O)(=O)c1ccc(NC(=O)Nc2ccc(Cl)cc2)cc1	1	0.5	3	-30	-13	-6	9	7	0	-3
O=C(Cc1ccccc1)Nc1ccc(C(=O)NCc2ccccc2)cc1	-9	0.2	3	5	-8	4	12	14	-3	3
O=C(NNC(=O)c1cc(Cl)nc2ccccc12)c1ccccc1F	-7	0.5	2	6	3	2	7	1	2	1
Cc1cc(=O)[nH]c2nnc(SCC(=O)N3CC(C)OC(C)C3)n12 (centres undefined)	-11	-0.2	-4	10	3	11	-11	1	-3	2
O=C(O/N=C(/c1ccccc1)c1ccncc1)c1ccc(F)cc1	2	-0.5	1	-4	1	-7	-9	-3	0	-3
Cc1ccc([N+](=O)[O-])cc1S(=O)(=O)N1CCCCC1C(=O)O (centres undefined)	1	0.5	1	-1	-6	6	8	3	-3	-1
COC(=O)c1c(NC(=O)COC(=O)CNC(=O)c2cccc(OC(F)F)c2)sc(C)c1C	3	0.7	5	1	-2	4	2	4	3	-1
N#Cc1csc(CCNC(=O)c2ccccc2)n1	2	-1.1	-1	-2	1	-2	9	8	5	1
O=C(O)CSCC(=O)Nc1ccc(C(=O)O)cc1	0	-0.8	5	-4	3	0	-10	9	2	1
OCc1nc2ccccc2n1/N=C/c1cccs1	6	0.0	8	1	5	4	-9	12	-1	-3
CC(/C=N/n1c(-c2n[nH]c3c2CCC3)n[nH]c1=S)=C\c1ccco1	-9	0.2	-2	7	8	7	1	10	-4	0
CCOC(=O)c1cc(C(=O)Nc2ccc(C)c(F)c2)nn1C	-4	0.2	0	-3	-5	2	6	0	-3	-2
Cc1c(NP(=O)(Oc2ccccc2F)Oc2ccccc2F)c(=O)n(-c2ccccc2)n1C	1	-0.2	-3	-9	3	-1	-7	5	8	-3
Nc1nc(N2CCN(c3ccccn3)CC2)nc2ccccc12	-22	-0.8	-16	0	-4	8	-4	-7	3	-3
Cc1ccc(-n2c(SCC(=O)N(C)C3CCS(=O)(=O)C3)nc3ccccc3c2=O)c(C)c1 (centres undefined)	4	0.3	1	-4	-4	-4	5	0	-3	2
Cc1occc1C(=O)N(C)Cc1nc(-c2ccc(Cl)cc2)no1	-9	1.3	-2	-4	3	0	3	7	6	2
Cc1ccc(S(=O)(=O)C2(C(=O)NCc3ccc4c(c3)OCO4)CC2)cc1	-1	-0.7	-1	5	-1	4	-9	0	-2	-1
CC(=O)NNC(=S)NC(=O)c1ccccc1	0	-0.6	1	5	3	5	2	-4	-2	2
CC(C)(C)C(=O)NCCCc1ccccc1	1	-0.1	8	2	3	-10	6	-2	1	2
O=C1OC(Nc2ccc(Cl)cn2)c2ccccc21 (centres undefined)	2	0.1	-1	4	0	-5	-2	-7	-5	1
Cc1nc(CSc2nsc(C)c2C#N)cs1	0	-0.2	5	0	-12	-3	-3	3	-5	2
Cc1cccc(Nc2nc(N)nc(CN3CCC(C(N)=O)CC3)n2)c1C	3	-0.9	-2	5	-5	-3	2	0	2	3
CNS(=O)(=O)c1cccc(C(=O)OCc2cc(C(C)=O)ccc2OC)c1	2	0.6	2	-12	-3	-5	9	-1	8	-2
CCCCCCCCN1C(=O)[C@H](CC(=O)NCCCN2CCCC2=O)C[C@@]2(C(=O)OC)CC(C)(C)CC=C12	-1	-0.3	0	-17	-9	-5	7	-6	-7	-4
O=c1oc(CCO)cc2ccc(C#Cc3ccsc3)cc12	-63	-1.6	-46	-8	3	-8	11	12	-3	0
COC(=O)C1=CN(CC2CCCO2)C=C(C(=O)OC)C1c1cccc(O)c1 (centres undefined)	i	63*	i	-2	1	-3	2	4	8	3
O=c1cc(Nc2ccc3c(c2)OCCO3)[nH]c(=O)n1-c1ccc(Cl)cc1	-4	-0.1	-2	8	-2	0	-15	-7	-4	2
O[C@H](COc1cc(F)cc(F)c1)CN1CCC(C(O)(c2ccccc2)c2ccccc2)CC1	1	0.0	3	-24	3	1	·	·	-1	-1
COCCNC(=O)C1CCN(S(=O)(=O)c2ccc3c(c2)OCCO3)CC1	-4	-0.4	-1	-2	-5	-2	1	-1	2	-2
Nc1nnc(-c2cccc(Cl)c2Cl)c(N)n1	2	-0.1	5	3	2	3	5	-2	-3&4	-2

3 compounds drawn at random from the list so far, as already listed:
SMILES	PLCb3 inh	proKLK7 act	PLCg1 inh	HGIII-sPLA2 inh	Tn6 DDE FP	Tn7 DDE FP	ARFGAP1 inh	ASAP1 inh	Rev-erbA mod	UHRF1 MBD2 ctr
O=c1cc(Nc2ccc3c(c2)OCCO3)[nH]c(=O)n1-c1ccc(Cl)cc1	-4	-0.1	-2	8	-2	0	-15	-7	-4	2
Cc1c(NP(=O)(Oc2ccccc2F)Oc2ccccc2F)c(=O)n(-c2ccccc2)n1C	1	-0.2	-3	-9	3	-1	-7	5	8	-3
COC(=O)C1=CN(CC2CCCO2)C=C(C(=O)OC)C1c1cccc(O)c1 (centres undefined)	i	63*	i	-2	1	-3	2	4	8	3

(further entries)
SMILES	PLCb3 inh	proKLK7 act	PLCg1 inh	HGIII-sPLA2 inh	Tn6 DDE FP	Tn7 DDE FP	ARFGAP1 inh	ASAP1 inh	Rev-erbA mod	UHRF1 MBD2 ctr
COC(=O)c1ccc(NC(=O)CSc2nc(=O)cc(N)n2-c2ccccc2)cc1	1	-0.1	-2	7	-6	-7	2	0	-4	7
COc1ccc(OC)c(N(CC(=O)Nc2ccccc2C(=O)NCc2ccco2)S(C)(=O)=O)c1	3	0.3	-1	2	1	10	4	-14	-2	0
O=C(CN1CCN(S(=O)(=O)c2cc(Cl)ccc2Cl)CC1)c1ccc(O)c(O)c1	-5	-0.2	5	-1	-3	3	-4	-2	-5	5
CCN(CC)CCCn1c2c(c(SCC(=O)Nc3ccc(C)c(F)c3)nc1=O)CCC2	-4	-0.1	0	-13	-1	-10	-5	1	-2	0
NC(=O)CC(NC(=O)Cc1cccc2ccccc12)c1ccc(NCCCN2CCCC2=O)c([N+](=O)[O-])c1 (centres undefined)	2	-0.2	-1	1	-8	3	-3	-7	1	-13
Cc1ccc(SCCNC(=O)CN(c2ccc3c(c2)OCO3)S(C)(=O)=O)cc1	-1	0.3	2	0	-5	1	-3	-9	-3	5
CC(=O)Nc1ccc(S(=O)(=O)N2CCN(C(=O)c3ncoc3-c3ccc(F)cc3)CC2)cc1	3	0.4	2	3	8	-3	1	-8	5	1
Clc1c(-c2ccccc2)nnn1-c1ccccc1	0	0.4	3	8	-3	-2	12	4	-7	3
CCCn1c(N)c(C(=O)COC(=O)COc2ccc(Cl)c(C)c2)c(=O)n(C)c1=O	0	0.5	2	-20	3	-9	8	8	-4	2

Compound activity (PubChem)
